DRD3 antagonist – antagonists of human D3 dopamine receptor | P35462 | D3R cells, DiscoveRx beta-arrestin luminescence, antagonist mode; stronger effect = lower value | max response, negative = inhibition, % | actives 2.5% (n = 360,000) | AID 652054; in the data active means max response below about -50%; inconclusive means no clear call, values can overlap the other calls; further: on the % scale 0 is the no-effect control and ±100 the full control effect; mostly tested at two doses, the higher about 12 µM
Target sequence (P35462 whole entry, looked up): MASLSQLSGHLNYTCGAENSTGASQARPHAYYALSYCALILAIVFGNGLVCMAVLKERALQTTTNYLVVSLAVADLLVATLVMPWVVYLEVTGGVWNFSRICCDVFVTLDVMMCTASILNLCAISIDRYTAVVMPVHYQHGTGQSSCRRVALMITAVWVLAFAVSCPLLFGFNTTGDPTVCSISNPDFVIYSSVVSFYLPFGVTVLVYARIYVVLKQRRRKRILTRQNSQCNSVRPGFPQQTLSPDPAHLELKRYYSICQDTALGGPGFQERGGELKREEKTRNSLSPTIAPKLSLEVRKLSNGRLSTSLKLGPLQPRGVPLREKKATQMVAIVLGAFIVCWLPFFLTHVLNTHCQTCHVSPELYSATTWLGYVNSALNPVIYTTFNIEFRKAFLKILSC
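Cells plated overnight at 1500 cells/well, then exposed to library compounds with dopamine controls for 90 minutes at 37 degrees C. DiscoveRx reagent added for 30–60 minutes at room temperature; luminescence read, quantitative HTS format.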
SW480 rereplic – induces DNA re-replication in SW480 colon adenocarcinoma cells; SW480 DNA re-replication, Hoechst DNA content imaging, 48 h; Potency, µM (doses to about 46.1 µM), for the others: at the highest dose re-replication activation, actives largely listed as activators; actives 1.8% (n = 340,000); further: potency means the concentration at half of the fitted maximal effect; % of control where 0% means no effect; nearly all actives have a fitted effect of over 55% in size
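Hoechst fluorescence of nuclei (405 nm excitation, 500-530 nm emission) measured by plate-scanning imager after 48 hr compound exposure at 37 C; re-replication scored as increased number of nuclei with elevated intensity.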
KB-3-1 cytotox – kills parental KB-3-1 adenocarcinoma cells | KB-3-1 viability, CellTiter-Glo ATP luminescence, 72 h | Potency, µM (top dose mostly 46.1 µM), inactives show at the top dose activity change, negative = cytotoxic, usual class: cytotoxic | actives 1.4% (n = 400,000); further: potency means the concentration at half of the fitted maximal effect; on the % scale 0 is the no-effect control and ±100 the full control effect; nearly all actives have a fitted effect of over 60% in size
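72 h, 37 °C compound treatment of KB-3-1 parental cells; CellTiter-Glo added, 10 min, luminescence read. Data corrected against DMSO-only plates and normalized before curve fitting.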
GLP-1R agonist – agonists of human GLP-1 receptor; HEK293 GLP-1R CRE-luciferase, luminescence, 4-6 h; cells express a hypersensitive GLP-1R form; AID 624172; P43220; actives 0.007% (n = 380,000); Potency, µM (doses to about 45.6 µM), without a hit: top-dose activation, hits mostly activators; further: potency means the concentration at half of the fitted maximal effect; % of control where 0% means no effect
Target sequence (P43220 whole entry, looked up): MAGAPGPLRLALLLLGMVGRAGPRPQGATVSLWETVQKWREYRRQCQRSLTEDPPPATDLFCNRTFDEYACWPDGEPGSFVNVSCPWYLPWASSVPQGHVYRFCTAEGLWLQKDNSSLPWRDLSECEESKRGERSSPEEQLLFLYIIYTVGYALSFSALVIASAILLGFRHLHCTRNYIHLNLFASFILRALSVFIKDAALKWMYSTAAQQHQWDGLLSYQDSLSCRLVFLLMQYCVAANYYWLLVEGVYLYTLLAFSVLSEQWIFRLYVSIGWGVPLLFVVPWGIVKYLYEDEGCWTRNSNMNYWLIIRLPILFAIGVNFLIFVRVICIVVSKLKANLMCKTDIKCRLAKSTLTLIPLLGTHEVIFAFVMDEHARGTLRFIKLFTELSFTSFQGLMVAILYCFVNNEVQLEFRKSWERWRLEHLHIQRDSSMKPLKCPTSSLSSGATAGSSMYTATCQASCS
IL1B secr inh – inhibitors of inflammasome signaling (IL-1 beta secretion); actives 4.7% (n = 360,000); THP-1 LPS/ATP IL-1B secretion, AlphaLISA, 16 h; stronger effect = lower value; activity change, % at 57.5 µM; in the data active means activity change below about -50%; inconclusive means mostly about -30% to -49%; further: on the % scale 0 is the no-effect control and ±100 the full control effect
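THP-1 cells pretreated 1 hr with compounds (up to 57.5 uM final), then stimulated with LPS (250 ng/mL final) plus ATP (1.25 mM final); secreted IL-1B measured by AlphaLISA after 16 hr, decreased signal indicating inhibition.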
HT1080NT lethal – kills 2HG-producing HT-1080-NT fibrosarcoma cells; HT-1080-NT fibrosarcoma viability, CellTiter-Glo ATP luminescence, 48 h; Potency, µM (top dose mostly 46.1 µM), without a hit: top-dose activity, negative = less viability, actives largely listed as cytotoxic; actives 1.6% (n = 360,000); AID 686970;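 further: NT is the 2HG producing partner of a matched IDH1 knockdown line; potency means the concentration at half of the fitted maximal effect; 0% = DMSO-treated cells and -100% = media-only wells without cells; nearly all actives have a fitted effect of over 55% in size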
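Viability of the 2HG-overproducing fibrosarcoma line after 48 hours of compound exposure at 37 degrees C was determined by luminescence with CellTiter-Glo, and concentration-effect curves were then fitted and categorized.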
DRD3 agonist – D3 dopamine receptor (human) agonism; P35462; D3R DiscoveRx beta-arrestin cells, luminescence, 90 min; max activation, %; actives 0.58% (n = 410,000); AID 652048; in the data active means max activation above about 30%; further: 0% is about no effect; mostly tested at two doses, the higher about 12 µM
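Agonist-mode cell screen: cells plated at 1500/well and incubated overnight at 37 °C, then exposed to library compounds for 90 min at 37 °C. Detection reagent was added for 30–60 min at room temperature, and luminescence was read.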
KB-V1 cytotox – kills drug-selected multidrug resistant KB-V1 cells. Potency, µM (doses to about 46.1 µM), for the others: at the highest dose activity change, negative = cytotoxicity, actives largely listed as cytotoxic. KB-V1 MDR cells viability, CellTiter-Glo, 72 h. actives 3.4% (n = 400,000); further: potency means the concentration at half of the fitted maximal effect; on the % scale 0 is the no-effect control and ±100 the full control effect; nearly all actives have a fitted effect of over 60% in size
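Cytotoxicity via CellTiter-Glo luminescence after 72 h compound exposure at 37 degrees C. Cells: drug-selected KB-V1 line, DMEM phenol-red free plus 10% FBS. Compounds tested at multiple concentrations; normalized data fitted to concentration-effect curves.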
HT1080 IDH1KD tx – HT-1080 IDH1 knockdown cell toxicity (counter line); Potency, µM (titrated, usually from 46.1 µM), for inactives: top-dose activity, negative = toxicity, most hits filed as cytotoxic; HT-1080 IDH1 knockdown viability, ATP luminescence, 48 h; actives 2% (n = 360,000);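 further: potency means the concentration at half of the fitted maximal effect; 0% = DMSO wells and -100% = cell-free medium wells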
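HT-1080-IDH1KD cells (IDH1 knocked down), 750/well in RPMI with 5% FBS, treated with compound 48 h at 37 degrees C. Viability by CellTiter-Glo luminescence, normalised to DMSO and no-cell wells; concentration-response curves classed.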
Starred values were filed as active, the others as inactive; & = joins results of further samples. Unless noted, the call rests on the fitted dose curve; in most records, active means well fitted curve in the direction sought with a large enough effect; inconclusive means small, poorly fitted or top-dose-only effect, or another doubt; inactive means no such curve, though single readings can be large; an effect the other way counts as inactive or inconclusive.

How did Cc1ccc(NCc2ccc([N+](=O)[O-])s2)cc1 do in these assays?
DRD3 antagonist: -7; SW480 rereplic: 0%; KB-3-1 cytotox: 8%; GLP-1R agonist: 3%; IL1B secr inh: -4; HT1080NT lethal: 23%; DRD3 agonist: 2; KB-V1 cytotox: 1%; HT1080 IDH1KD tx: 12%

Results for O=C(Nc1ccc(N2CCCC2)cc1)c1cccc(-c2cc3ccccc3oc2=O)c1 ?
DRD3 antagonist: -13; SW480 rereplic: 1%; KB-3-1 cytotox: -3%; GLP-1R agonist: 1%; IL1B secr inh: -23; HT1080NT lethal: 7%; DRD3 agonist: -4; KB-V1 cytotox: 1%; HT1080 IDH1KD tx: 0%

What do the screens show for `COc1ccc(-c2cc(NC(C)=O)c3ncc(-c4cc(OC)c(OC)c(OC)c4)n3c2)cn1`?
DRD3 antagonist: 30; KB-3-1 cytotox: 5.8µM*; GLP-1R agonist: 17%; IL1B secr inh: 41; HT1080NT lethal: inconclusive; DRD3 agonist: 2; KB-V1 cytotox: 13µM*; HT1080 IDH1KD tx: inconclusive

What do the screens show for `COc1ccc(/C(C)=N/NC(=O)c2cc(-c3cccnc3)nc3ccccc23)cc1`?
DRD3 antagonist: 3; SW480 rereplic: -3%; KB-3-1 cytotox: -2%; GLP-1R agonist: 7%; IL1B secr inh: 53; HT1080NT lethal: 9%; DRD3 agonist: 5; KB-V1 cytotox: 2%; HT1080 IDH1KD tx: 9%

How did COc1ccc(-c2[nH]c(-c3ccccc3)nc2SCC(=O)NC2CCCC2)cc1 do in these assays?
DRD3 antagonist: 0; SW480 rereplic: 5%; KB-3-1 cytotox: inconclusive; GLP-1R agonist: 2%; IL1B secr inh: inconclusive; HT1080NT lethal: -1%; DRD3 agonist: -19&-16; KB-V1 cytotox: 5%&0%; HT1080 IDH1KD tx: -23%

How did CN1CCN(c2ccc(C(=O)c3ccc(F)cc3)cc2)CC1 do in these assays?
DRD3 antagonist: inconclusive; SW480 rereplic: 3%; KB-3-1 cytotox: -2%; GLP-1R agonist: 0%; IL1B secr inh: -9; HT1080NT lethal: -5%; DRD3 agonist: -14; KB-V1 cytotox: -10%; HT1080 IDH1KD tx: -12%

How did CNC(C)C#Cc1c(-c2cc(OC)c(OC)c(OC)c2)noc1C (centres undefined) do in these assays?
DRD3 antagonist: -1; SW480 rereplic: 10%; KB-3-1 cytotox: 2%&10%; GLP-1R agonist: 16%; IL1B secr inh: 34; HT1080NT lethal: -16%; DRD3 agonist: -8; KB-V1 cytotox: inconclusive; HT1080 IDH1KD tx: -2%

How did Cc1cccc(NC(=O)Nc2nnc([C@H]3C[C@H](O)[C@@H](CO)O3)s2)c1 do in these assays?
DRD3 antagonist: -12; KB-3-1 cytotox: 0%; GLP-1R agonist: 9%; IL1B secr inh: -5; HT1080NT lethal: 4%; DRD3 agonist: -5; KB-V1 cytotox: 6%; HT1080 IDH1KD tx: 15%

What do the screens show for `COc1ccc(OC)c(NC(=O)CSc2nnc(CNC(=O)c3cccs3)o2)c1`?
DRD3 antagonist: 3; SW480 rereplic: -10%; KB-3-1 cytotox: 0%; GLP-1R agonist: -2%; IL1B secr inh: 21; HT1080NT lethal: 5%; DRD3 agonist: 3; KB-V1 cytotox: 23%; HT1080 IDH1KD tx: 14%

What do the screens show for `Cc1c(NC(=O)C(C)n2cc([N+](=O)[O-])cn2)c(=O)n(-c2ccccc2)n1C` (centres undefined)?
DRD3 antagonist: 10; SW480 rereplic: -4%; KB-3-1 cytotox: -3%; GLP-1R agonist: -2%; IL1B secr inh: 30; HT1080NT lethal: 17%; DRD3 agonist: -1; KB-V1 cytotox: -3%; HT1080 IDH1KD tx: 19%

How did COc1ccc(CCC(=O)Nc2ccc(Cl)c(S(=O)(=O)N3CCCC3)c2)cc1 do in these assays?
DRD3 antagonist: -8; SW480 rereplic: 0%; KB-3-1 cytotox: 0%; GLP-1R agonist: -4%; IL1B secr inh: -15; HT1080NT lethal: inconclusive; DRD3 agonist: 3; KB-V1 cytotox: inconclusive; HT1080 IDH1KD tx: inconclusive

Results for Cc1ccc(NC2=CC(=O)CCC2)cc1C ?
DRD3 antagonist: -1; SW480 rereplic: 0%; KB-3-1 cytotox: 10%; GLP-1R agonist: -8%; IL1B secr inh: -7; HT1080NT lethal: 1%; DRD3 agonist: 5; KB-V1 cytotox: inconclusive; HT1080 IDH1KD tx: 4%

How did Oc1ccc(Br)cc1-c1n[nH]c(=S)n1Cc1ccccc1 do in these assays?
DRD3 antagonist: -22; SW480 rereplic: 11%; KB-3-1 cytotox: -4%; GLP-1R agonist: 3%; IL1B secr inh: -6; HT1080NT lethal: -1%; DRD3 agonist: -2; KB-V1 cytotox: -1%; HT1080 IDH1KD tx: -9%

Results for COc1ccc(C)c2sc(N(CCN(C)C)C(=O)c3cccc(N4C(=O)CCC4=O)c3)nc12 ?
DRD3 antagonist: -7; SW480 rereplic: 2%; KB-3-1 cytotox: 5%; GLP-1R agonist: -8%; IL1B secr inh: -6; HT1080NT lethal: 0%; DRD3 agonist: -18; KB-V1 cytotox: -3%; HT1080 IDH1KD tx: 3%

Results for Cc1cccn2c(=O)c3cc(C(=O)O)n(C)c3nc12 ?
DRD3 antagonist: -14; SW480 rereplic: 18%; KB-3-1 cytotox: -1%; GLP-1R agonist: 7%; IL1B secr inh: 16; HT1080NT lethal: -10%; DRD3 agonist: 11; KB-V1 cytotox: -8%; HT1080 IDH1KD tx: -13%

Results for CCn1c(COC(=O)CNC(=O)c2ccccc2F)nc2cc(S(=O)(=O)N(C)C)ccc21 ?
DRD3 antagonist: 0; SW480 rereplic: 5%; KB-3-1 cytotox: 5%; GLP-1R agonist: 0%; IL1B secr inh: 5; HT1080NT lethal: 6%; DRD3 agonist: 2; KB-V1 cytotox: 18%; HT1080 IDH1KD tx: 3%

Results for CCN(CC)C(=O)N1CCn2c(nc3ccccc32)C1 ?
DRD3 antagonist: 3; SW480 rereplic: -6%; KB-3-1 cytotox: -13%; GLP-1R agonist: -1%; IL1B secr inh: -7; HT1080NT lethal: 0%; DRD3 agonist: -11; KB-V1 cytotox: -6%; HT1080 IDH1KD tx: -6%

What do the screens show for `Nc1ccc(CNc2ncn[nH]2)cc1`?
DRD3 antagonist: 11; SW480 rereplic: -4%; KB-3-1 cytotox: 18%; GLP-1R agonist: 3%; IL1B secr inh: 5; HT1080NT lethal: -1%; DRD3 agonist: 2; KB-V1 cytotox: -3%; HT1080 IDH1KD tx: -1%

What do the screens show for `CCCc1nc2oc3c(NCC(C)O)ncnc3c2c2c1CCCC2` (centres undefined)?
DRD3 antagonist: 28; SW480 rereplic: -8%; KB-3-1 cytotox: -8%; GLP-1R agonist: 8%; IL1B secr inh: 0; HT1080NT lethal: 0%; DRD3 agonist: 6; KB-V1 cytotox: inconclusive; HT1080 IDH1KD tx: -4%

What do the screens show for `CCCCn1c(SCC(=O)NC2CCCC2)nc2ccccc2c1=O`?
DRD3 antagonist: 0; SW480 rereplic: 2%; KB-3-1 cytotox: 29%; GLP-1R agonist: -1%; IL1B secr inh: -6; HT1080NT lethal: 15%; DRD3 agonist: -15; KB-V1 cytotox: inconclusive; HT1080 IDH1KD tx: 7%

What do the screens show for `COc1ccc(F)cc1S(=O)(=O)N1CCCC(C)C1` (centres undefined)?
DRD3 antagonist: -6; SW480 rereplic: 0%; KB-3-1 cytotox: inconclusive; GLP-1R agonist: 5%; IL1B secr inh: -12; HT1080NT lethal: 1%; DRD3 agonist: 6; KB-V1 cytotox: -6%; HT1080 IDH1KD tx: 9%

How did CCOC(=O)NC(Cc1c[nH]c2ccccc12)C(=O)NCCc1ccc(S(N)(=O)=O)cc1 (centres undefined) do in these assays?
DRD3 antagonist: -13; SW480 rereplic: -5%; KB-3-1 cytotox: 14%; GLP-1R agonist: 3%; IL1B secr inh: 10; HT1080NT lethal: 7%; DRD3 agonist: -4; KB-V1 cytotox: 30%; HT1080 IDH1KD tx: 18%

How did CCN(C)C1CN(Cc2cn(CCCC(=O)OC)nn2)S(=O)(=O)C1 (centres undefined) do in these assays?
DRD3 antagonist: 3; KB-3-1 cytotox: 7%; GLP-1R agonist: 4%; IL1B secr inh: 48; HT1080NT lethal: 24%; DRD3 agonist: 2; KB-V1 cytotox: -3%; HT1080 IDH1KD tx: 1%

Results for CCOc1cc(C(=S)N2CCN(C)CC2)ccc1OCC(=O)N1CCOCC1 ?
DRD3 antagonist: 11; SW480 rereplic: -15%; KB-3-1 cytotox: 6%; GLP-1R agonist: -7%; IL1B secr inh: -12; HT1080NT lethal: 14%; DRD3 agonist: -1; KB-V1 cytotox: 11%; HT1080 IDH1KD tx: -1%

How did O=C(NCCc1cccs1)c1ccc(Cl)cc1 do in these assays?
DRD3 antagonist: -24; SW480 rereplic: -3%; KB-3-1 cytotox: 2%; GLP-1R agonist: -1%; IL1B secr inh: -5; HT1080NT lethal: 14%; DRD3 agonist: -16; KB-V1 cytotox: -4%; HT1080 IDH1KD tx: 10%

Results for CCC1C(=O)N=C(SCC(=O)Nc2nc3ccccc3s2)NC1=O (centres undefined) ?
DRD3 antagonist: -18; SW480 rereplic: 7%; KB-3-1 cytotox: 0%; GLP-1R agonist: 0%; IL1B secr inh: 11; HT1080NT lethal: -3%; DRD3 agonist: -3; KB-V1 cytotox: 4%; HT1080 IDH1KD tx: -6%

Two records drawn at random from the list so far, as already listed:
What do the screens show for `CCCCn1c(SCC(=O)NC2CCCC2)nc2ccccc2c1=O`?
DRD3 antagonist: 0; SW480 rereplic: 2%; KB-3-1 cytotox: 29%; GLP-1R agonist: -1%; IL1B secr inh: -6; HT1080NT lethal: 15%; DRD3 agonist: -15; KB-V1 cytotox: inconclusive; HT1080 IDH1KD tx: 7%

Results for CCC1C(=O)N=C(SCC(=O)Nc2nc3ccccc3s2)NC1=O (centres undefined) ?
DRD3 antagonist: -18; SW480 rereplic: 7%; KB-3-1 cytotox: 0%; GLP-1R agonist: 0%; IL1B secr inh: 11; HT1080NT lethal: -3%; DRD3 agonist: -3; KB-V1 cytotox: 4%; HT1080 IDH1KD tx: -6%

Bioassay records as filed in PubChem.
